KCNH2 3.1 inh – KCNH2 3.1 (human) potassium channel inhibition. 340,000 tested, 0.95% active. AID 720553. activity change, % (tested at about 1.8 µM). U2OS KCNH2 3.1, thallium flux FluxOr; hits give low values;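 active = maximum activity change below -70%; inconclusive = maximum activity change from -70% to -50%; inactive = maximum activity change above -50%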;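 also: thallium influx rate constant from kinetic fluorescence after stimulation buffer; % is scaled to controls: 0 for no effect and ±100 for the full control effect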
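Kinetic fluorescence (2 min after stimulation buffer) measures Tl+ influx through KCNH2 3.1 expressed by viral transduction in U2OS cells; the rate constant is normalized against DMSO controls serving as positive and negative references.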
FLuc counter – counter-screen for miR-21 project: firefly luciferase inhibitors or activators | P08659 | purified FLuc, Km substrates, luminescence inhibition | Potency, µM (titrated, usually from 57.5 µM), for the others: at the top dose activity change, negative = inhibition, hits mostly inhibitors | 360,000 tested, 6.9% active | AID 588342;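 also: potency is read from the fitted curve at half-maximal effect; plate controls were vehicle for no effect and reference inhibitor for full effect; nearly all actives have a fitted effect of over 55% in size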
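Purified P. pyralis luciferase (10nM final) with 10uM D-luciferin and 10uM ATP (Km levels) in 50mM Tris acetate pH 7.5, 10mM Mg acetate, 0.01% Tween-20, 0.05% BSA; qHTS 6-point titration, ~60 µM downward; luminescence read.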
Rab9 prom act – activates the Rab9 promoter. AID 485297. Huh7 Rab9 promoter-luciferase reporter, luminescence, 24 h. 320,000 tested, 2.8% active. Potency, µM (highest dose often 9.22 µM), for the others: at the top dose activation, negative = inhibition, hits mostly activators; also: potency is read from the fitted curve at half-maximal effect; % of control where 0% means no effect; nearly all actives have a fitted effect of over 60% in size
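Luminescence from Amplite-detected luciferase (10 minutes, ambient) reports Rab9 promoter activation. Before that, stable Rab9-luciferase Huh7 cells (1500/well, reduced-serum OP-MEM I plus 10% FBS) were exposed to compound for 24 hours at 37C.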
Tb PFK block – inhibitors of T. brucei phosphofructokinase | Potency, µM (highest dose often 57.5 µM), for inactives: at the highest dose activity, negative = inhibition, most hits filed as inhibitors | T. brucei PFK, ADP-Glo luminescence | 330,000 tested, 0.17% active;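 also: potency is read from the fitted curve at half-maximal effect; 0% = uninhibited 1x PFK enzyme wells and -100% = no-enzyme wells; nearly all actives have a fitted effect of over 60% in size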
Target sequence (O15648 whole entry, looked up): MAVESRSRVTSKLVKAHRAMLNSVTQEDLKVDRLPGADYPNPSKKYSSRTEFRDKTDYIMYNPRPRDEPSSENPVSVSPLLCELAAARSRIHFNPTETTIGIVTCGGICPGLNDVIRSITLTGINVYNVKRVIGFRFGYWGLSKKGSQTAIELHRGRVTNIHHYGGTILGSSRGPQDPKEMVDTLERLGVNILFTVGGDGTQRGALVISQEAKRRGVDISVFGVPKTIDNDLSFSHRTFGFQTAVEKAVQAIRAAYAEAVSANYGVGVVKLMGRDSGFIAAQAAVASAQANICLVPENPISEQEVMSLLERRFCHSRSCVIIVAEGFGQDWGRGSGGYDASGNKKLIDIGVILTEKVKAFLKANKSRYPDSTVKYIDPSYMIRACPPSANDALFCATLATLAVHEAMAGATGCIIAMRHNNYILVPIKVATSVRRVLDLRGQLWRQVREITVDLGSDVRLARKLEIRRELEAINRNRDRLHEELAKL
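Activity is normalized to no-enzyme wells (full inhibition) and 1.25 nM enzyme wells (no inhibition). Reaction: 0.5 mM F6P, 0.1 mM ATP, 45 min RT, ADP-Glo luminescence; concentration-response curves fitted and classed by quality.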
ELG1 genotoxic – induces genotoxicity in HEK293T cells with luciferase-tagged ELG1 | 330,000 tested, 1.3% active | Potency, µM (doses to about 46 µM), for inactives: at the highest dose activity change, positive = activation, hits mostly activators | AID 504466 | HEK293T ELG1-luciferase reporter, luminescence, 16 h; also: potency is read from the fitted curve at half-maximal effect; % of control where 0% means no effect; nearly all actives have a fitted effect of over 60% in size
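Quantitative HTS format in 1536-well plates. HEK293T ELG1-luciferase reporter cells receive test compound and are incubated 16 hr at 37 °C, 5% CO2; ONE-Glo added, 30 min room temperature, then luminescence read.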
Coupling enz – coupling enzyme interference in Giardia aldolase counter-screen | coupling enzyme system counterscreen, AmpLite Red fluorescence | activity change, negative = inhibition, % at 58.2 µM, hits read low | 290,000 tested, 0.67% active | AID 2472; in the data active = activity change below about -30%; also: % is scaled to controls: 0 for no effect and ±100 for the full control effect
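Coupling enzymes only (glyceraldehyde-3-phosphate) + compound, at 57.5 uM final, 10 min RT; add substrate/coupling/AmpLite Red mix, 20 min RT; fluorescence ex 525/em 598 nm. Actives flag coupling-system interference.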
Gal4-VP16 FLuc – Gal4-VP16 reporter inhibition counter-screen; Drosophila S2 Gal4-VP16 UAS-luciferase, luminescence, 20 h; Potency, µM (doses to about 53.6 µM), for the others: top-dose activity, negative = inhibition, most hits filed as inhibitors; 310,000 tested, 3.5% active;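 also: Gal4-VP16 expression switched on by copper sulfate through the metallothionein promoter; potency is read from the fitted curve at half-maximal effect; % is scaled to controls: 0 for no effect and ±100 for the full control effect; nearly all actives have a fitted effect of over 50% in size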
NPC1 prom act – activators of NPC1 promoter; Huh7 NPC1 promoter luciferase reporter, 24 h; Potency, µM (top dose mostly 9.22 µM), for inactives: top-dose activation, hits mostly activators; 320,000 tested, 2.4% active;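 also: potency is read from the fitted curve at half-maximal effect; % of control where 0% means no effect; nearly all actives have a fitted effect of over 60% in size; reporter is driven by a mutant NPC1 promoter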
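Readout is luciferase luminescence, reflecting NPC1 promoter activation in stably transfected Huh7 cells after 24 h compound exposure at 37 °C in reduced-serum medium with 10% FBS.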
uPA surface inh – blocks generation of uPA at the cell surface; AID 540303; Potency, µM (titrated, usually from 38.3 µM), without a hit: top-dose activity change, negative = inhibition, most hits filed as inhibitors; cell surface uPA generation assay, qHTS; 330,000 tested, 0.31% active; active = well fitted inhibition curve with a large enough effect; inconclusive = small, poorly fitted or top-dose-only effect; inactive = no such curve, though single readings can be large or run the other way; tested in mouse RAW 264.7 cells; also: potency is read from the fitted curve at half-maximal effect; % is scaled to controls: 0 for no effect and ±100 for the full control effect; nearly all actives have a fitted effect of over 55% in size
RORgamma inh – ROR gamma (mouse) transcription inhibition. 310,000 tested, 5.4% active. Potency, µM (series often up to 53.6 µM), without a hit: at the highest dose activity change, negative = inhibition, hits mostly inhibitors. Drosophila S2 Gal4-RORgamma UAS-luciferase reporter, 20 h. AID 2551; also: potency is read from the fitted curve at half-maximal effect; % is scaled to controls: 0 for no effect and ±100 for the full control effect; nearly all actives have a fitted effect of over 60% in size
Target sequence (P51450 whole entry, looked up, the tested form may be a part): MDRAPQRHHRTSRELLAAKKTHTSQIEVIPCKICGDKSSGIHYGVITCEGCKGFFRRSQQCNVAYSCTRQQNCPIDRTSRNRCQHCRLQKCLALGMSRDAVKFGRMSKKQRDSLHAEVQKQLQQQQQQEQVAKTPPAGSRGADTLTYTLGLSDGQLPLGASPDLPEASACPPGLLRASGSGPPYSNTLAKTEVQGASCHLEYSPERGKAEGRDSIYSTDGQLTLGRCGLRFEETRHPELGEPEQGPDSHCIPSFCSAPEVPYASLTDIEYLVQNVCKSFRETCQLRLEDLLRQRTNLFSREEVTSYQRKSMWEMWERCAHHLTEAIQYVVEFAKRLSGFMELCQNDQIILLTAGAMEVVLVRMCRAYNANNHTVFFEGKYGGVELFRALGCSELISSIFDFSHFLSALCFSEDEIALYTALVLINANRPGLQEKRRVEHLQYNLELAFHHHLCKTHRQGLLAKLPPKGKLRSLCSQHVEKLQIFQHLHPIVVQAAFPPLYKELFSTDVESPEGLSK
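Using a luciferase readout, inhibitors were identified by reduced reporter activity in Drosophila cells coexpressing a copper-inducible Gal4–ROR gamma fusion and UAS-driven Photinus luciferase, incubated 20 hr after 700 uM copper sulfate.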
Giardia killer – Giardia lamblia killing; Giardia lamblia trophozoite viability; activity change, % at 7.66 µM, hits read low; 340,000 tested, 0.15% active; in the data active = activity change below about -80%; inconclusive = between about -30% and that limit;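 also: parasites exposed to compound for two days anaerobically before the ATP read; % is scaled to controls: 0 for no effect and ±100 for the full control effect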
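Compounds were tested on trophozoites seeded at 100 cells/well and held 48 hrs at 37 deg C anaerobically. An ATP-based luminescent kit measured the remaining live cells.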
* hit, by the source's call; u = inconclusive; x = not tested or not shown; [ ] = remark or other dose. Unless noted, calls follow the shape of the dose curve; as a rule, active = well fitted curve in the direction sought with a large enough effect; inconclusive = small, poorly fitted or top-dose-only effect, or another doubt; inactive = no such curve, though single readings can be large; an effect the other way counts as inactive or inconclusive. Outcome played no part in choosing rows. About 14% of those tested had a hit in this group.

mol	FLuc counter	Rab9 prom act	NPC1 prom act	KCNH2 3.1 inh	Gal4-VP16 FLuc	Giardia killer	Tb PFK block	uPA surface inh	Coupling enz	RORgamma inh	ELG1 genotoxic
O=[N+]([O-])c1ccc(/C=N/N2CCN(Cc3ccccc3)CC2)cc1	-19%	2%	9%	-80*	-12%	-13	0%	15%	-2	u	4%
O=[N+]([O-])c1ccc(CN2CCCCCC2)cc1	2%	-1%	-4%	-6	-2%	22	0%	-1%	0	-42%	1%
CCOC(=O)c1cnn(CCOC(=O)Cc2cccs2)c1NC(=O)Cc1cccs1	-2%	10%	11%	0	10%	-12	-6%	x	1	u	0%
O=C(CCCC(=O)N(CC(=O)NC1CCCC1)Cc1ccc2c(c1)OCO2)Nc1ccccn1	-1%	0%	2%	-1	-3%	0	7%	1%	0	-14%	0%
COc1ccccc1C1c2c(C)nn(-c3ccccc3)c2NC(=O)C1NC(=O)c1ccccc1 (stereo unspecified)	4%	-5%	-3%	-2	-8%	12	2%	3%	-5	u	-5%
COC(=O)c1sccc1NC(=O)/C=C/C(=O)O	0%	-3%	3%	6	11%	3	-1%	0%	0	-17%	-2%
CNC(=O)COC(=O)COc1ccc2c(C)cc(=O)oc2c1	1%	-3%	-2%	-9	-10%	-10	3%	-1%	2	13%	20%
Cc1ccc2cc(C#N)c(SCC(=O)NCC3CCCO3)nc2c1C (stereo unspecified)	2%	1%	9%	x	-3%	x	-1%	x	0	4%	1%
CCC(CC)C(=O)Nc1cc(NC(=O)C(CC)CC)cc(C(=O)O)c1	3%	5%	0%	-17	0%	-6	-7%	-1%	0	-35%	2%
O=C(CSC(=S)N1CCCCC1)c1ccccc1	1.2µM*	0.32µM*	0.5µM*	5	u	-17	4%	-5%	-1	u	0.65µM*

The list goes on; the last three above are carried over.
mol	FLuc counter	Rab9 prom act	NPC1 prom act	KCNH2 3.1 inh	Gal4-VP16 FLuc	Giardia killer	Tb PFK block	uPA surface inh	Coupling enz	RORgamma inh	ELG1 genotoxic
Cc1ccc2cc(C#N)c(SCC(=O)NCC3CCCO3)nc2c1C (stereo unspecified)	2%	1%	9%	x	-3%	x	-1%	x	0	4%	1%
CCC(CC)C(=O)Nc1cc(NC(=O)C(CC)CC)cc(C(=O)O)c1	3%	5%	0%	-17	0%	-6	-7%	-1%	0	-35%	2%
O=C(CSC(=S)N1CCCCC1)c1ccccc1	1.2µM*	0.32µM*	0.5µM*	5	u	-17	4%	-5%	-1	u	0.65µM*
COC(=O)c1ccccc1OCC(=O)N1CCN(c2ccc(Cl)cc2)CC1	5%	-2%	-1%	-16	-8%	-4	-2%	0%	1	5%	-9%
CCOc1cc(/C=N/NC(=O)CCn2nc(C)cc2C)ccc1O	0%	-1%	0%	8	2%	-13	0%	-3%	1	9%	-1%
CC1(C)CC(=O)C/C(=N/NC(=O)c2ccc(-c3ccccc3)cc2)C1	-2%	-1%	-1%	10	3%	-20	-1%	-2%	0	3%	-4%
COc1ccc(Nc2oc(COc3ccc(C)cc3)nc2C#N)cc1	-19%	-4%	0%	7	u	7	0%	-4%	0	u	1%
COc1ccc(-c2c(C)n([O-])c3c([n+]2=O)CCCC3)cc1	-3%	7%	11%	2	-5%	16	0%	x	2	-1%	2%
O=C(CSc1nnc(-c2ccc(F)cc2)c2ccccc12)Nc1ccccc1Cl	-1%	11%	-1%	-10	2%	5	0%	-1%	8	41%	1%
COc1cccc(NC(=O)CN(C)C(=O)CSc2nc3ccccc3s2)c1	-7%	1%	-8%	-8	x	8	3%	-1%	x	x	2%
O=Cc1cn(CCC(=O)O)nc1-c1cc2ccccc2o1	-20%	14%	6%	-9	u	1	3%	0%	8	12%	2%
COc1ccc(NS(=O)(=O)c2cccc(NC(=O)NCCCl)c2)cc1	3%	-2%	-4%	9	7%	-19	-5%	5%	1	15%	-7%
CCOc1ccc(NC(=O)CCC(=O)NNC(=O)NC2CCCCC2)cc1	1%	6%	4%	7	-3%	6	0%	4%	x	18%	12%
CC(C)CN(C(=O)COC(=O)CSc1ccccc1)c1c(N)n(Cc2ccccc2)c(=O)[nH]c1=O	1%	-2%	10%	-13	x	-3	0%	-14%	x	x	0%
COc1ccc(N(CC(=O)Nc2cc(C(=O)O)ccc2C)S(=O)(=O)c2c(C)noc2C)cc1	5%	-4%	0%	-2	-4%	8	3%	4%	6	-5%	0%
COc1ccccc1C(=O)NC(CCSC)C(=O)NNC(=O)c1ccc(F)cc1 (stereo unspecified)	-2%	2%	-7%	4	-17%	2	0%	15%	x	3%	-1%
CCn1c(O)c(C=NCc2ccccc2)sc1=S	-10%	7%	1%	-36	-11%	6	-5%	11%	-1	33%	0%
COc1ccc(CCC(=O)N(c2nnc(-c3cccnc3)s2)C(C)C)cc1	0%	1%	-4%	-13	15%	0	2%	-1%	-2	43%	-5%
O=C(NCCCc1ccccc1)c1ccccc1	u	u	u	-5	5%	3	1%	2%	1	13%	u
CCOC(=O)c1ccc(S(=O)(=O)Nc2cc(C(=O)O)ccc2Cl)cc1	u	-3%	-1%	-23	-14%	15	-13%	1%	-13	10%	-3%
COCC1CCCN(Cc2cn(Cc3ccccc3)nc2-c2cc3ccccc3o2)C1 (stereo unspecified)	2%	-3%	0%	u	-12%	0	-2%	-7%	-1	-30%	-5%
CC(C)(C)NC(=O)c1cnn2c1NC(c1ccc(F)cc1)CC2C(F)(F)F (stereo unspecified)	4%	-2%	-10%	-19	-8%	-1	-1%	16%	1	9%	7%
CCOc1ccc(NS(=O)(=O)c2ccc(C(=O)N(C)CCc3ccc(OC)c(OC)c3)cc2)cc1	3%	-9%	-6%	21	7.1µM*	-4	0%	-17%	1	u	-14%
Cc1ccc(NC(=O)CNc2ccccc2N2CCCC2=O)cc1S(=O)(=O)N1CCOCC1	0%	1%	-4%	10	x	4	-2%	-1%	x	x	0%
CCCCCCC1CC(CCC(=O)Nc2ccc([N+](=O)[O-])cc2)C(=O)O1 (stereo unspecified)	0%	-4%	1%	-11	10%	0	1%	3%	4	u	4%
O=c1[nH]c(=S)c2c(n1-c1ccccc1)CCC2	-29%[2.3 µM]	-4%	1%	10	-10%	4	-3%	7%	1	-7%	2%
Cc1cc(C)c(Cc2c(C)nc3c(C(=O)NCc4ccco4)cnn3c2C)c(C)c1	1%	-14%	-11%	-2	3%	3	-1%	1%	0	u	-7%
C=CCn1c(SCC(=O)Nc2cc(C)on2)nc2sc3c(c2c1=O)CCCC3	-1%	-1%	-1%	-17	4%	-8	-4%	8%	1	-5%	-1%
CCN(CC)CCCNC(=O)C1CCC(=O)N(c2ccc(OC)cc2)C1c1ccc(F)cc1 (stereo unspecified)	-1%	4%	3%	14	-17%	2	-5%	0%	4	-14%	2%
COc1ccc(NC(=O)C2C3CCC4C(CCC32)C4(Cl)Cl)cc1 (stereo unspecified)	-3%	1%	7%	6	-9%	-22	0%	1%	2	40%	-2%
COC(=O)c1ccccc1NC(=O)C1CCCN(S(=O)(=O)c2ccc(F)cc2)C1 (stereo unspecified)	5%	-9%	3%	2	5%	-17	0%	-4%	-2	30%	-28%
CCCCOC(=O)CN1C(=O)c2ccc(C(=O)OCCCC)cc2C1=O	-2%	-8%	0%	-18	u	17	10%	3%	2	u	1%
O=c1[nH]c2cc3c(cc2cc1CN(CC1CCCO1)S(=O)(=O)c1ccc(Cl)cc1)OCCO3 (stereo unspecified)	-4%	1%	9%	9	-14%	-7	-10%	-3%	-1	16%	7%
CSc1nc(O)c(/C=C2\C=Nc3ccccc32)[nH]1	11µM*	u	21%	6	-4%	-12	7%	4%	-1	u	u

Structural class: the compounds so far with a cyano group
mol	FLuc counter	Rab9 prom act	NPC1 prom act	KCNH2 3.1 inh	Gal4-VP16 FLuc	Giardia killer	Tb PFK block	uPA surface inh	Coupling enz	RORgamma inh	ELG1 genotoxic
Cc1ccc2cc(C#N)c(SCC(=O)NCC3CCCO3)nc2c1C (stereo unspecified)	2%	1%	9%	x	-3%	x	-1%	x	0	4%	1%
COc1ccc(Nc2oc(COc3ccc(C)cc3)nc2C#N)cc1	-19%	-4%	0%	7	u	7	0%	-4%	0	u	1%
